High-throughput results: PubChem BioAssay, several laboratories
Rin1-Abl PPI inh = blocks binding of human Rin1 to Abl | TR-FRET Rin1/Abl binding, biochemical | P00519+Q13671 | 0.4% of 360,000 active | inhibition, % at 7.35 µM; in the data active means inhibition above about 5%, passing the limit was not always enough
CSN deneddyl inh = CSN deneddylation inhibition | 0.38% of 360,000 active | Purified CSN, SCF-Nedd8-OG deneddylation, fluorescence polarization | Q92905 | AID 651999 | inhibition, % at 12.5 µM;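 active means pattern-corrected inhibition above about 35%, with an unprinted fluorescence ratio check between 0.5 and 1.5, limit read from the data, passing the limit was not always enough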;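 further: 0% = enzyme with substrate and 100% = substrate without enzyme; some results filed as inactive read as strong as hits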
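Detection – fluorescence polarization · System – HEK293T-derived human Csn5 enzyme · Controls – substrate-only high control, full reaction low control · Timing – 90 min, room temperature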
E coli Lon inh = inhibitors of E. coli Lon protease; purified E. coli Lon protease, fluorescence polarization; inhibition, % at 7.94 µM; 0.42% of 360,000 active; AID 602123; in the data active means inhibition above about 13%, passing the limit was not always enough;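 further: 0% = enzyme with probe and DMSO and 100% = no enzyme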
MsrA act = activators of bovine methionine sulfoxide reductase A | purified bovine MsrA, absorbance read-out | activation, % at 10.6 µM | 0.3% of 360,000 active; in the data active means activation above about 7.5%;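 further: 0% = vehicle and 100% = reference activator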
Rpn11 block = blocks the human proteasome subunit Rpn11. human 26S proteasome, Ub4-pepOG fluorescence polarization; 20S core pre-blocked with epoxomicin. calls only at 20 µM. 0.59% of 360,000 active. AID 588493;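 active means inhibition at 20 µM, scaled to each plate's controls, above about 33%, limit read from the data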
Target sequence (O00487 whole entry, looked up): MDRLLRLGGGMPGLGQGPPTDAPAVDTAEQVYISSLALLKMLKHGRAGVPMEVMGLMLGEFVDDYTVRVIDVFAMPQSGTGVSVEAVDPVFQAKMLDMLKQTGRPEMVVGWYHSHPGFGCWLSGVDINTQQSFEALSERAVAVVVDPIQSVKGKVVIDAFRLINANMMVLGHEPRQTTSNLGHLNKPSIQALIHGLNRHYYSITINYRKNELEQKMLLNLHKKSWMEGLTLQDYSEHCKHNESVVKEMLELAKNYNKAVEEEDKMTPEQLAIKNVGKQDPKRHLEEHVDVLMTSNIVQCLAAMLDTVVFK
MsrA inhibitor = inhibits bovine methionine sulfoxide reductase A; purified bovine MsrA, absorbance read-out; inhibition, % at 15.5 µM; 0.75% of 360,000 active; AID 651718; in the data active means inhibition above about 4.5%;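 further: 0% = vehicle wells with enzyme and 100% = reference inhibitor wells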
PABP1 MLLE inh = blocks PAM2 peptide binding to the PABP1 MLLE domain; AID 588489; GST-MLLE / FITC-PAM2 fluorescence polarization; 0.36% of 360,000 active; inhibition, % at 20 µM; P11940; in the data active means inhibition above about 35%, passing the limit was not always enough;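 further: plate controls were DMSO wells with GST-MLLE for no effect and wells lacking GST-MLLE protein for full effect; some results filed as inactive read as strong as hits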
Target sequence (P11940 whole entry, looked up, the tested form may be a part): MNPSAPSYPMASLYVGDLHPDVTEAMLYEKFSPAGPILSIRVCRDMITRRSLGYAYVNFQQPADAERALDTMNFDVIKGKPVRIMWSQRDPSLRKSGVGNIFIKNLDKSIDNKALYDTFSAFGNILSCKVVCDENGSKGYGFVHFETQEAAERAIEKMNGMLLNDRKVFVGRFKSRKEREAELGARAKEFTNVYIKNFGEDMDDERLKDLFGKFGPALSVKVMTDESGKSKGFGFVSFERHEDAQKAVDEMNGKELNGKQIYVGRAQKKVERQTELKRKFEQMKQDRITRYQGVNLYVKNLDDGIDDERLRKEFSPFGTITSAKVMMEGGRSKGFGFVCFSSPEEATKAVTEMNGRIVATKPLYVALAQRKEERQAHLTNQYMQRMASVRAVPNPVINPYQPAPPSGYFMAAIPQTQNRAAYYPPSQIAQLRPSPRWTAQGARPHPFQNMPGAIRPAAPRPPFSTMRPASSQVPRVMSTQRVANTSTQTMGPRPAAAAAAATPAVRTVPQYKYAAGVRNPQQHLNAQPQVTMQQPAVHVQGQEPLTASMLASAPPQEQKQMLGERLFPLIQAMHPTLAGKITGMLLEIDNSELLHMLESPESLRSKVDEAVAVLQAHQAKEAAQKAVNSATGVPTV
MT1-MMP act inh = blocks activation of human MT1-MMP | P50281 | GFP/RFP ratio change, % at 20 µM | HT1080 RFP-PRO-GFP cells, GFP/RFP ratio fluorescence, overnight; percent of plate control window, DMSO zero | 0.061% of 360,000 active;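 active means GFP/RFP ratio change of at least 30% with cell ATP level not reduced by more than half and red fluorescence within 50% of control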; further: strong numbers were not always called active
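Read-out: GFP/RFP fluorescence ratio; Test system: RFP-PRO-GFP reporter HT1080 cells; Compound dosing: single-point 20 µM compound, 1% DMSO; Times: overnight compound exposure at 37 °C.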
FAS-TE inh = inhibitors of human fatty acid synthase thioesterase domain; P49327; recombinant FAS-TE, OMFH fluorogenic substrate, fluorescence endpoint; inhibition, % at 15 µM; 0.67% of 360,000 active; AID 602261;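 active means compounds whose normalised, plate-corrected inhibition of enzyme fluorescence in the single-dose primary screen is 50% or more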;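 further: 0% = DMSO with enzyme and 100% = substrate without enzyme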
The depositor's hits bear a star; i = inactive; . = not tested or not shown; + = active, no number.

SMILES	Rin1-Abl PPI inh	CSN deneddyl inh	E coli Lon inh	MsrA act	Rpn11 block	MsrA inhibitor	PABP1 MLLE inh	MT1-MMP act inh	FAS-TE inh
O=C(Cn1ncc2c1-c1ccccc1OC2)N1CCc2ccccc21	-2	-1	8	0	i	2.1	-1	-3	0
O=C(NCc1ccc(F)cc1F)Nc1cnccc1C(F)(F)F	1	4	6	-4	i	-0.5	6	-5	-2
C#CCOCCOCCOCCNc1nc(N2CCN(C(=O)CCCCCCCCCCNC(=O)[C@@H](CCSC)n3cc(CCO)nn3)CC2)nc(N2CCN(C(=O)CCCCCCCCCCNC(=O)[C@H]([C@@H](C)CC)n3cc(CCCCN=C(N)N)nn3)CC2)n1	24*	139*	-7	4	+	.	18	8	-96
COc1cccc(OCC(=O)N2CCCc3ccccc32)c1	0	-2	-8	-1	i	-1.6	1	0	4
Cc1ccc(S(=O)(=O)Nc2cc(C(=O)NCCN3CCCC3)ccc2N2CCCCC2)cc1	3	-9	-5	-2	i	0.1	-12	-1	-7
O=C(Cn1nc(Cc2ccncc2)c2ccccc2c1=O)N1CCc2ccccc2C1	-2	2	-1	0	i	-0.1	12	2	3
CC1=C(C(=O)N(C)C)CC(CC(=O)NCc2cccs2)C(=O)N1Cc1ccccc1 (stereo not given)	1	56	-3	5	i	1.1	6	0	0
COc1ccc(/C=C/CN2CCC(n3nccc3NC(=O)C3CC3)CC2)cc1	3	2	-7	2	i	2.1	-12	2	-6
O=C(NCc1ccccc1)N1CCNCC1	-2	0	0	-2	i	0.2	4	-2	-5
COc1ccc(NC(=O)CSc2nc(NS(=O)(=O)c3ccccc3)cc(=O)[nH]2)cc1	-1	7	4	-7	i	-0.7	8	-4	-3
CCN1CCN(c2ccc(S(=O)(=O)N3CCCCC3)cc2NC(=O)COc2cc(C)ccc2Cl)CC1	-1	-2	3	-2	i	.	-122	-2	13
O=C(COc1coc(CN2CCc3ccccc3C2)cc1=O)Nc1cccc(Cl)c1	-2	-2	-12	-1	i	-1.5	10	0	-4
Cc1ccc(SCC(=O)NCc2cccnc2)cc1	-3	0	-14	-12	i	0.7	0	7	-7
CCC1=NN2C(=N)/C(=C\c3cccn3-c3ccc(C)c(C)c3)C(=O)N=C2S1	-1	10	1	-1	i	-0.4	-1	-3	23
CCC1CCCCN1C(=O)COC(=O)c1cc(Br)ccc1Cl (stereo not given)	-2	10	0	-5	i	-0.8	7	-3	7
O=S(=O)(Nc1cc(F)ccc1F)c1cccc2nsnc12	2	0	11	-1	i	1.8	-6	-4	-4
COC(=O)CNC(=O)CSc1nc2c(sc(=S)n2-c2ccccc2)c(=O)[nH]1	4	1	5	-5	i	4.1	-2	-2	-5
Cc1cccc(NC(=O)CNC(=O)CSc2ncccn2)c1C	2	-5	3	5	i	-0.1	-1	-1	-7
CCOc1cc(S(=O)(=O)NC2CCCCCC2)ccc1F	0	6	-7	-1	i	1.8	-6	3	8
O=C1c2ccccc2N2C(=O)c3ccccc3[C@H]2N1c1ccccc1	1	2	3	-3	i	-0.3	-5	-3	1
Cc1ccc(OCC(=O)N/N=C/c2cc([N+](=O)[O-])ccc2N2CCCCC2)cc1	1	5	4	-7	i	0.6	-2	6	21
CC(C)(C)c1nnc(NC(=O)c2ccc(Cl)nc2)s1	-4	4	5	-5	i	-0.6	-1	3	0
COc1ccc(NS(=O)(=O)c2cccc(C(=O)NCC(c3ccc(F)cc3)N3CCOCC3)c2)cc1 (stereo not given)	1	-2	10	-1	i	0.7	-3	-2	1
O=C(Nc1ccccc1)c1ncoc1-c1ccc(Cl)cc1	-3	-5	-4	-8	i	-0.4	2	1	1
CC1CCC(NC(=O)CCNS(=O)(=O)c2ccc3c(c2)CCC(=O)N3)CC1 (stereo not given)	-2	-2	6	0	i	-0.2	-1	-3	-2

Going on with the list.
SMILES	Rin1-Abl PPI inh	CSN deneddyl inh	E coli Lon inh	MsrA act	Rpn11 block	MsrA inhibitor	PABP1 MLLE inh	MT1-MMP act inh	FAS-TE inh
CC1=NOC(=O)/C1=C\c1ccc(-c2cc(Cl)ccc2Cl)o1	-4	35	-3	-11	i	-0.4	-5	-5	-5
CC1CCCC(NC(=O)c2cccs2)C1C (stereo not given)	2	-6	-1	-5	i	1.0	21	-1	-1
NS(=O)(=O)c1ccc(NC(=O)Nc2ccc3c(c2)OCO3)cc1	4	-1	11	-8	i	0.2	-1	1	-2
Cc1ccccc1OCc1nnc(SCC(=O)Nc2ccc(N3CCOCC3)cc2)n1C	4	-2	2	-14	i	-0.1	-1	1	-1
COc1ccc(C2C(C#N)=C(N)SC(N)=C2C#N)cc1OC	-21	37	-436	-3	.	2.0	124	-220	-50
Cc1ccc(OCCSc2nc3ccccc3n2CCC(=O)O)c(C(C)C)c1	-1	0	-6	-1	i	0.4	-49	1	-1
O=C(NCCCN1CCCCCC1)c1cc2c(=O)oc3ccccc3c2s1	-7	11	-5	-3	+	2.2	-20	-1	-1
COc1ccccc1NC(=O)CCc1nnc2ccc(NCc3ccco3)nn12	4	-3	-4	-1	i	-0.3	9	-2	0
COc1ccc(-c2sc3ccc(N4CCOCC4)cc3c2C#CCO)cc1	1	-1	3	-1	i	1.0	-4	16	13
CCc1c(O)nc(SCC(=O)Nc2nc3ccccc3s2)n(C2CCCCC2)c1=O	0	9	-4	-2	i	0.4	15	7	1
OC(CN1CCN(c2cccc(Cl)c2)CC1)c1ccc(F)cc1 (stereo not given)	2	-1	-1	-3	i	0.9	-5	3	4
CCOc1c2ccc(C(=O)NCCc3cccs3)cc2nn1CC	-1	3	-2	-2	i	-0.4	-1	6	-8
COCCCN1C(=O)c2ccc(C(=O)OCC(=O)N(CCC#N)c3cc(C)cc(C)c3)cc2C1=O	-3	-1	-11	1	i	1.1	-14	2	4
Cc1noc(C)c1C(=O)N1CCCC(C)(C(=O)NS(=O)(=O)C2CC2)C1 (stereo not given)	2	2	-5	-3	i	-0.6	15	-4	-8
CCN(CC)c1ccc(NC(=O)CC2Oc3ccccc3NC2=O)c(C)c1 (stereo not given)	-3	-4	-8	-12	i	-0.1	-5	1	-2
COc1ccc(Cl)cc1C(=O)NCCCn1ccnc1	3	3	-11	-12	i	-0.3	-15	5	-1
C=CCn1c(N)c(C(=O)OCC)sc1=S	-1	7	-4	0	i	-0.1	49*	2	-1
COc1ccccc1-c1noc2c1C(=O)N(Cc1cn(Cc3ccccc3)nn1)CC2	-1	0	3	-3	i	-0.7	5	3	-7
CCCCc1ccc(N=N/C(C(=O)Nc2ccc(NC(C)=O)cc2OC)=C(/C)O)cc1	-3	0	0	-11	i	-0.2	0	7	17
O=C(CNCc1cccc(Cl)c1)N1CCc2ccccc2C1	2	-2	-3	-5	i	-0.3	-4	2	5
COC(=O)c1cccc(NC(=S)N2CCOCC2)c1	-2	0	-6	-7	i	-1.3	-27	1	-9
CCCCn1nc(C(=O)NC2CCCCCC2)c2ccccc2c1=O	3	2	-13	-2	i	-0.6	-3	-2	12
Cc1ccc(/C=C/C(=O)OCC(=O)NCc2ccccc2)o1	1	-9	-10	-6	i	4.4	5	6	0
c1ccc2c(N3CCCC3)nc(-c3ccncc3)nc2c1	-4	5	-2	0	i	2.0	-7	-2	-3
O=C(Nc1cccc(S(=O)(=O)NC2=NCCC2)c1)c1ccccc1	3	-5	2	-9	i	0.0	0	2	-1

Exported with bars between the fields: part of the list above.
smiles | Rin1-Abl PPI inh | CSN deneddyl inh | E coli Lon inh | MsrA act | Rpn11 block | MsrA inhibitor | PABP1 MLLE inh | MT1-MMP act inh | FAS-TE inh
COCCCN1C(=O)c2ccc(C(=O)OCC(=O)N(CCC#N)c3cc(C)cc(C)c3)cc2C1=O | -3 | -1 | -11 | 1 | i | 1.1 | -14 | 2 | 4
Cc1ccc(OCCSc2nc3ccccc3n2CCC(=O)O)c(C(C)C)c1 | -1 | 0 | -6 | -1 | i | 0.4 | -49 | 1 | -1
CCCCc1ccc(N=N/C(C(=O)Nc2ccc(NC(C)=O)cc2OC)=C(/C)O)cc1 | -3 | 0 | 0 | -11 | i | -0.2 | 0 | 7 | 17
CCCCn1nc(C(=O)NC2CCCCCC2)c2ccccc2c1=O | 3 | 2 | -13 | -2 | i | -0.6 | -3 | -2 | 12
C=CCn1c(N)c(C(=O)OCC)sc1=S | -1 | 7 | -4 | 0 | i | -0.1 | 49* | 2 | -1

(further entries)
SMILES	Rin1-Abl PPI inh	CSN deneddyl inh	E coli Lon inh	MsrA act	Rpn11 block	MsrA inhibitor	PABP1 MLLE inh	MT1-MMP act inh	FAS-TE inh
O=C(NCc1cccnc1)C(=O)NCC1OCCCN1S(=O)(=O)c1ccc(Cl)cc1 (stereo not given)	5	-3	-1	-4	i	-0.6	0	0	-4
O=Cc1ccc2c(c1)CCN2Cc1ccccc1	1	0	3	-3	i	2.6	0	4	-2
Cc1nn(Cc2c(F)c(F)c(F)c(F)c2F)c(C)c1NC(=O)c1cccc(COc2ccc(Cl)cc2)c1	-3	3	-4	-3	i	0.5	8	3	16
CCCCNC(=O)COC(=O)c1c2c(nc3ccccc13)CCC2	3	5	-5	-3	i	0.1	-17	-1	-1
Cc1cc2cc3c(cc2nc1SCc1ccc(C(=O)O)cc1)OCCO3	2	-21	8	-5	i	2.0	-1	-3	-8
Cc1ccc(SC[C@H](Cc2ccccc2)N2CCN(C)CCC2=O)cc1	1	3	-5	0	i	-0.3	7	0	-6
O=C(OCC(=O)N1CCOCC1)c1ccc(Cl)cc1[N+](=O)[O-]	0	4	4	-4	i	-1.3	16	0	-1
O=C(CCNC(=O)c1ccccc1)OCC(=O)c1cccc(Cl)c1	1	1	-7	-7	i	0.2	16	-5	-6
CCc1ccc(C(C(=O)NCCOC)N(C(=O)Cn2nnc3ccccc32)c2cccnc2)cc1 (stereo not given)	3	2	-6	-4	i	2.0	7	-1	-7
O=C(COC(=O)c1cnccn1)c1ccc(C2CCCCC2)cc1	1	2	8	-4	i	0.8	8	0	7
C=CCNC(=O)c1cc2nc(C3CC3)cc(C(F)F)n2n1	0	3	-4	0	i	0.4	-7	-3	0
O=C(CCCc1ccccc1)Nc1nccs1	1	-2	-6	-3	i	0.7	-2	-1	-2
Cc1nnc(SCC(=O)Nc2cc(S(=O)(=O)N3CCOCC3)ccc2C)s1	-3	-1	2	-2	i	0.1	4	-5	-4
O=C(Cc1ccc(Cl)cc1Cl)Nc1ccc(OC(F)F)c(Cl)c1	0	1	-2	-2	i	0.5	-7	2	20
Cc1[nH]c2ccccc2c1/C=N/NC(=O)CNC(=O)c1ccco1	-3	-3	-1	-4	i	-0.3	7	3	-7
Cc1ccc2[nH]c(C(=O)O)c(NC(=O)c3ccccc3[N+](=O)[O-])c2c1	-4	-7	13	-2	i	1.3	-9	-4	-5
CCc1ccccc1OCC(=O)Nc1ccc(C)c(S(=O)(=O)N2CCCCCC2)c1	2	-4	10	-12	i	3.4	2	-3	35
CCN(/N=C/c1ccc(N(C)C)cc1)c1nc2ccccc2[nH]1	-1	-2	-4	-4	i	3.5	-12	8	10
CCC(CC)C(=O)N1CCCC(c2nc(-c3cccs3)no2)C1 (stereo not given)	-1	-2	-6	-4	i	-0.6	1	7	-4
CCOC(=O)c1sc(NC(=O)COC(=O)C(CCSC)NC(C)=O)nc1C (stereo not given)	-1	0	-4	-3	i	0.1	-4	3	-8
Nc1ncnc(N2CCOCC2)n1	4	3	-5	-3	i	-0.6	-14	1	-8
O=C(C[C@@H]1C/C=C\CCC(=O)OC[C@H](Cc2ccccc2)NC1=O)N[C@@H](CO)Cc1ccccc1	2	-2	-7	-1	i	-0.7	11	1	-9
O=C(Nc1nc(-c2ccc(F)c(F)c2)cs1)C1=COCCO1	1	4	11	-3	i	-0.2	11	4	16
Cc1ccc[n+](-c2[nH]c(=O)sc2/C=N/NC(=O)c2ccccc2[O-])c1	-2	-14	6	-4	i	4.9*	48*	-8	-11
CC(=O)Oc1ccc(NC(=O)Cc2ccccc2)cc1	2	-1	-6	-6	i	-0.1	9	2	-4
